Screens from PubChem.
PTEN del growth = suppresses growth of cells with PTEN deletion. HCT116 PTEN-null viability, CellTiter-Glo, 60 h; hits give low values. viability, % at 10 µM. hit rate 1.2% among 140,000. AID 827;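 active means viability at or below a set limit, 4 SD under the median of all tested compounds, cut at about 3.7% in these data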;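 further: PTEN knockout HCT116 line with beta catenin targeted HCT116 as companion control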
E-sel TNF inh = TNF alpha driven E-selectin expression inhibition; HUVEC TNFa-induced E-selectin immunofluorescence, high content; inhibition, % at 2 µM; hit rate 0.71% among 120,000;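 active means inhibition above the batch mean plus 3 SD, and confirmed as a hit on visual image review, cut at about 43% in these data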;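 further: 0% = TNF-stimulated DMSO wells and 100% = unstimulated control wells; not every result past the cut was called active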
GALR2 blocker = blocks the human galanin receptor 2. O43603. GALR2-expressing cells, antagonist mode. inhibition, % at 4 µM. hit rate 0.39% among 140,000. AID 828; in the data active means inhibition above about 27%;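 further: cells stimulated with galanin 1-16 at roughly its EC80; 0% = agonist challenge control and 100% = basal control without agonist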
Target sequence (O43603 whole entry, looked up): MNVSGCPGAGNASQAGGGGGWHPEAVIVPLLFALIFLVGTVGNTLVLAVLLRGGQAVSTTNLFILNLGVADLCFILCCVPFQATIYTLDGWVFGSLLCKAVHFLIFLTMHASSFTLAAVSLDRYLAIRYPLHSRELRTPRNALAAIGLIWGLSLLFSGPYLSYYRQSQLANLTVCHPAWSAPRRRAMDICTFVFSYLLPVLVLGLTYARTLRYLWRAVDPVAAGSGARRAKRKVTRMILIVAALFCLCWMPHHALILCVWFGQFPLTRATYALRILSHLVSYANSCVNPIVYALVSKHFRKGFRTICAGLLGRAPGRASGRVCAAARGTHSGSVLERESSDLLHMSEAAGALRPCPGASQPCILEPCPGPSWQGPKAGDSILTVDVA
Yeast life ext = yeast lifespan extension | AID 775 | S. cerevisiae growth with nicotinamide, OD615; deaD strain in restrictive glucose medium | inhibition of the nicotinamide effect, % at 10 µM | hit rate 0.68% among 130,000;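 active means inhibition above a set limit, placed 3 SD over the median of all compounds, cut at about 26% in these data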;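 further: 0% = nicotinamide-treated wells and 100% = cells grown without nicotinamide; some compounds called inactive have numbers as strong as hits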
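Assay system: engineered S. cerevisiae DeaD replicative-lifespan strain, galactose-grown log-phase cells; Buffer or medium: CSMM-D glucose medium, restrictive; Probe or stimulus: nicotinamide 1.5 mM; Compound: single dose 10 µM compound, 0.25% DMSO; Schedule: 4 h preincubation then 48 h treatment at 30 °C; Technique: OD615 measurement.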
Phagocytosis inh = macrophage phagocytosis inhibition; J774A.1 macrophage IgG-bead phagocytosis, imaging; inhibition, % at 5 µM; hit rate 0.07% among 110,000;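 active means inhibition above the mean of the plate negative controls plus 5 SD, cut at about 13% in these data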;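 further: phagocytic index as fraction of beads internalized from green versus red external bead signal; plate controls were DMSO negative control for no effect and cytochalasin-D positive control for full effect; some results beyond the cut were filed as inactive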
MRP1 act = activators of MRP-1; viability increase, % at 10 µM; H69AR cells + doxorubicin, viability rescue, CellTiter-Glo; hit rate 0.61% among 140,000;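 active means viability gain under doxorubicin at or above a set limit, the compound median plus 3 SD, cut at about 4.7% in these data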;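 further: MRP-1 overexpressing cells given doxorubicin 25 µM after compound pretreatment; 18-22 h compound pretreatment then 72 h with doxorubicin before readout; 0% = doxorubicin-only wells and 100% = vehicle-treated cells without doxorubicin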
BB579 growth dn = reduces growth of yeast BB579 in restrictive medium; S. cerevisiae BB579 growth, OD615, 48 h; inhibition, % at 10 µM; hit rate 0.51% among 140,000; AID 804;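 active means inhibition above a set limit, 3 SD over the mean compound inhibition, cut at about 44% in these data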; further: inactives centre near -24
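System: Saccharomyces cerevisiae DeaD strain BB579, replicative lifespan model yeast | Buffer or medium: Restrictive glucose-based CSMM-D medium | Times: 4 h preincubation and 48 h exposure at 30 °C | Detection: OD615 turbidity measurement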
HCT116 bCat-KO = beta-catenin-lacking colon tumor cell growth suppression; HCT116 beta-catenin knockout viability, CellTiter-Glo, 60 h; hits give low values; viability, % at 10 µM; hit rate 1.5% among 140,000;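 active means viability at or under a set limit, the compound median less 4 SD, cut at about 6% in these data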;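 further: 0% = Hyamine 1622 control at 20 µM and 100% = untreated cell control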
NPY-Y2 antag = antagonists of human neuropeptide Y receptor Y2; P49146; NPY-Y2 expressing cells, antagonist mode; inhibition, % at 2.7 µM; hit rate 0.99% among 140,000; AID 793; in the data active means inhibition above about 17%;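 further: 0% = vehicle with agonist challenge and 100% = reference antagonist with challenge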
Target sequence (P49146 whole entry, looked up): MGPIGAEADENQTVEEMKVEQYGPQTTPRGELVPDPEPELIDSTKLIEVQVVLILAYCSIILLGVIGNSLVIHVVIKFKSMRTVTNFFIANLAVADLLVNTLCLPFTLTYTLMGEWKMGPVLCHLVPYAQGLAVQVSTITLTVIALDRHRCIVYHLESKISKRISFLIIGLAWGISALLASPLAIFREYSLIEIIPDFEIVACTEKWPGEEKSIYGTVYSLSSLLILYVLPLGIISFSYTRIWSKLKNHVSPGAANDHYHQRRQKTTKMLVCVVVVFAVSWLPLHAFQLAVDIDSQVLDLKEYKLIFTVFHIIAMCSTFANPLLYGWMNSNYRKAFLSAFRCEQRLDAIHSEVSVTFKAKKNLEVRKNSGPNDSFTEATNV
Measles CPE = protection of cells from measles virus. Measles virus-infected cells, CPE protection, absorbance. protection (pct of control), % at 4 µM. hit rate 1.5% among 140,000. AID 841; in the data active means protection mostly above about 24%, no sharp cut-off; inactive means mostly below about 26%; further: some compounds called inactive have numbers as strong as hits
Active calls of the source: *; . = not tested or not shown.

SMILES	PTEN del growth	E-sel TNF inh	GALR2 blocker	Yeast life ext	Phagocytosis inh	MRP1 act	BB579 growth dn	HCT116 bCat-KO	NPY-Y2 antag	Measles CPE
COCc1cc(C)nc(NCCO)c1C#N	113	4	-2	-7	2	-0.3	-17	99	2	22
CCOc1cc(/C=N/NC(=O)C(=O)NC2CC2)cc(Br)c1O	102	.	5	4	-7	1.9	-20	91	3	6
O=C1CC(NCCC2=CCCCC2)C(=O)N1c1cccc(Cl)c1Cl (centres undefined)	91	-50	-3	-18	.	-3.4	-35	87	4	12
C/C(Cn1nc([N+](=O)[O-])cc1C)=N\NC(=O)c1ccc(C(C)(C)C)cc1	86	-7	-8	-2	0	-0.2	-11	84	0	8
COc1ccc(NC(=O)c2ccc(=O)[nH]c2)cc1S(=O)(=O)N1CCCCC1	97	-3	5	2	-4	-1.4	-29	93	3	15
CCN(CC)CCN1C(=O)C(=O)/C(=C(/O)c2c(C)[nH]c(C(=O)OC)c2C)C1c1cccc(OC)c1 (centres undefined)	93	-5	18	-4	0	-2.5	-37	92	0	16
CCS(=O)(=O)N1Cc2ccccc2CC1C(=O)NCC12CC3CC(CC(C3)C1)C2 (centres undefined)	78	4	-4	-5	0	0.7	-19	74	6	2
CCOc1cc(N2CCOCC2)c(OCC)cc1NC(=O)COc1ncnc2ccc(Br)cc12	69	-15	-10	-7	-1	-4.3	-6	66	6	13
COc1ccc(CCNC(=O)c2cc(C(=O)c3cc(C)ccc3O)cn(CCc3ccc(OC)cc3)c2=O)cc1	67	.	-1	8	-2	0.2	-16	72	2	19
Cc1cc(C(=O)CSc2nnc3c(Cl)cc(Cl)cn23)c(C)n1C	101	.	5	-18	.	-1.0	-41	117	2	9
O=C(CN1CCN(Cc2ccc3c(c2)OCO3)CC1)Nc1ccc2c(c1)OCCO2	83	9	5	-10	-1	-1.3	-16	89	2	2
c1csc(-c2nc3ccccc3[nH]2)c1	95	2	7	-9	.	-1.4	-13	93	-1	7

Overlap with the part before: 2 compounds; new compounds follow.
SMILES	PTEN del growth	E-sel TNF inh	GALR2 blocker	Yeast life ext	Phagocytosis inh	MRP1 act	BB579 growth dn	HCT116 bCat-KO	NPY-Y2 antag	Measles CPE
O=C(CN1CCN(Cc2ccc3c(c2)OCO3)CC1)Nc1ccc2c(c1)OCCO2	83	9	5	-10	-1	-1.3	-16	89	2	2
c1csc(-c2nc3ccccc3[nH]2)c1	95	2	7	-9	.	-1.4	-13	93	-1	7
CSc1nnc(-c2cnccn2)n1C	107	-29	-3	-3	.	-1.0	-19	95	2	12
O=[N+]([O-])/C=C/c1cn(Cc2ccccc2)c2ccccc12	1.1*	-12	11	11	.	-2.2	12	1.6*	6	-1
COc1ccc(/C=C2\C(=O)OCc3cc(OC)c(OC)cc32)cc1OC	73	2	7	1	.	-3.6	-1	74	2	33
CCCC(C(=O)NCc1ccco1)N(C(=O)CNS(=O)(=O)c1ccccc1)c1ccccc1OC (centres undefined)	78	-2	-10	2	0	-1.6	-25	83	10	9
NC(=O)c1ccc2c(c1)OCCO2	114	25	3	-4	-1	0.2	-68	104	2	8
COc1ccc(OC(=O)c2cccc([N+](=O)[O-])c2)c(C(=O)/C=C/c2cccs2)c1	93	9	-2	-7	0	-2.6	-66	88	0	8
CCOC(=O)N1CCC(NCCNC(=O)c2ccccc2)CC1	110	8	-1	-9	2	-0.3	11	106	-3	10
COc1ccc2nc3oc(C(=O)N4CCN(c5cccc(Cl)c5)CC4)cc3cc2c1	57	.	-9	-14	-1	-0.9	-48	74	-1	3
Cc1ccc(S(=O)(=O)N(CCO)Cc2cc3ccc(C)c(C)c3[nH]c2=O)cc1	79	18	-3	-16	0	-1.8	-56	77	-1	3
CC(C)c1ccc(NC(=O)NC2CCN(CC(=O)Nc3cccc4ccccc34)CC2)cc1	58	-13	3	-13	-1	-0.2	-70	57	3	28
Nc1nonc1-c1noc(CCCN2C(=O)c3ccccc3C2=O)n1	97	-8	3	-1	.	-1.1	-30	106	1	11
O=C(NCCO)C(=O)NCC1OCCCN1S(=O)(=O)c1cccs1 (centres undefined)	95	.	2	2	-4	-0.1	-21	103	0	3
CCOC(=O)Cc1csc(NS(C)(=O)=O)n1	98	-6	-13	-2	0	-2.8	7	99	2	14
COc1ccc(Oc2coc3cc(OC(=O)c4cccs4)ccc3c2=O)cc1	93	-41	16	-30	-2	-1.9	-2	94	1	5
COc1cc(-c2nc(-c3cccnc3)no2)cc(OC)c1OC	95	0	1	-7	-4	-1.0	-23	103	2	2
Cc1ccc(NC(=O)CSC2=NCCN2)cc1	101	.	3	1	.	-0.6	16	93	0	.
O=C(COc1cccnc1[N+](=O)[O-])Nc1cccc(S(=O)(=O)N2CCCCC2)c1	87	39	1	1	.	0.1	-37	83	4	12
COc1ccc(-c2nc(N3CCCC3)[nH]c(=O)c2C#N)cc1	95	18	2	-6	.	-3.9	-53	94	0	10
CCCCc1ccc(Nc2nc(CCC)cc(=O)[nH]2)cc1	75	1	-1	-8	-5	-4.8	-27	88	-1	0
CCCn1c(SCC(=O)Nc2c(CC)cccc2CC)nnc1C(C)C	101	7	-2	-7	0	0.2	-14	103	2	4
CCOc1ccc(N(C(C)C(=O)Nc2ccc(OC)cc2)S(C)(=O)=O)cc1 (centres undefined)	87	-4	-11	-1	0	-3.1	-36	87	-1	3
COC(=O)c1c(C)[nH]c(C)c1-c1ccccc1Cl	86	-1	-5	-11	1	-2.0	-5	88	3	9
Cc1cccc(Nc2nnc(SCC3CCCCO3)s2)c1C (centres undefined)	98	3	-8	-6	1	-0.3	-9	92	0	1
COc1ccc(-c2cc(C(F)(F)F)nc(NCc3cccs3)n2)cc1	76	-3	3	-1	-4	2.4	-23	78	2	14
CCc1ccc(C2C3=C(CC(C)(C)CC3=O)Nc3c2c(=O)[nH]c2nc(C)nn32)cc1 (centres undefined)	83	18	9	-23	2	-0.8	-34	80	-1	6
CCc1c(C)c2ccc(OCC(N)=O)cc2oc1=O	102	-3	-10	-21	0	0.3	-23	111	1	4
COc1cc2c(cc1OC)C(C(=O)O)C(c1cc(Br)c(O)c(OC)c1)N(C)C2=O (centres undefined)	99	.	-2	-7	-3	-2.2	-13	89	4	3
COc1ccc(-c2nc(CSCC(=O)N3CCN(c4cccc(C)c4)C(C)C3)c(C)o2)cc1OC (centres undefined)	33	10	-9	-7	0	-0.2	-77	42	10	11
CCOc1ccc(CN2CCN(c3cc(C)nc4c5c(C)cc(C)nc5nn34)CC2)cc1	95	45	-6	-15	.	-4.7	-18	92	2	5
CCCCCCCCCCCC(=O)N/N=C/c1ccco1	92	14	-3	-19	-1	-4.2	-14	89	-2	14
O=C(O)c1cc(-c2ccccc2)n(-c2ccccc2C(=O)O)n1	104	9	2	-12	0	0.0	-17	105	0	13
COc1ccc(OC)c(NS(=O)(=O)c2ccc(SC)cc2)c1	27	25	0	-5	.	-4.7	-49	22	1	4
CC(C)(C)n1nnnc1CN1C2CCC1CC(NC(=O)Nc1ccccc1)C2 (centres undefined)	110	.	12	-11	.	-0.2	-73	92	-1	2
CCOc1ccc(C(=O)NC(=S)Nc2ccc(NC(=O)C(C)C)cc2)cc1[N+](=O)[O-]	88	-2	-4	3	-1	-2.4	-40	88	0	9
Cc1ccc(S(=O)(=O)N/N=C\c2ccc(Cl)c([N+](=O)[O-])c2)cc1	70	-33	9	-7	0	-1.2	-24	68	1	4
O=c1oc2ccccc2c(Nc2ccc(O)cc2)c1[N+](=O)[O-]	58	-18	1	-1	.	-3.4	-17	48	6	4
N#Cc1ccc(NC(=O)COC(=O)CCc2ccc(S(=O)(=O)N3CCCCC3)cc2)cc1	89	.	-2	2	-11	0.2	-36	94	1	3
CCOC(=O)c1[nH]c(=O)[nH]c1CSc1nc(C)cc(C)n1	92	.	1	-7	-1	-1.4	-4	90	0	13
CCOc1cc(/C=N/NC(N)=O)ccc1OC(=O)c1ccc(C)cc1	95	-33	4	-8	.	1.1	-40	87	2	20
O=C(NC(C(=O)N/N=C/c1c2ccccc2cc2ccccc12)c1n[nH]c(=O)c2ccccc12)c1ccccc1 (centres undefined)	79	-13	8	-1	0	0.7	-24	85	3	5
CN1CC(=O)N(C)c2nc(Br)n(C)c2C1=O	93	.	-4	-2	1	-1.8	-26	90	1	3
CCn1cc(Br)c(C(=O)Nc2cccc(SC)c2)n1	93	15	6	-10	1	-3.0	-5	93	1	6
COCCCNC(=O)c1oc2ccc(S(=O)(=O)N(C)C3CCCCC3)cc2c1C	77	.	-8	26	-1	-3.1	-27	89	14	27
Cc1cccc(C(=O)Nc2ccc(CC(=O)O)cc2)c1	87	-32	0	-8	-3	-0.3	-20	93	0	4
CC(C)Oc1ccc(C(CC(=O)NCc2ccco2)c2ccccc2)cc1 (centres undefined)	84	-5	-8	-7	0	-2.8	1	87	14	24*

Some of the entries so far, with bars between the fields.
Molecule | PTEN del growth | E-sel TNF inh | GALR2 blocker | Yeast life ext | Phagocytosis inh | MRP1 act | BB579 growth dn | HCT116 bCat-KO | NPY-Y2 antag | Measles CPE
COCc1cc(C)nc(NCCO)c1C#N | 113 | 4 | -2 | -7 | 2 | -0.3 | -17 | 99 | 2 | 22
CCOc1cc(/C=N/NC(=O)C(=O)NC2CC2)cc(Br)c1O | 102 | . | 5 | 4 | -7 | 1.9 | -20 | 91 | 3 | 6
O=C1CC(NCCC2=CCCCC2)C(=O)N1c1cccc(Cl)c1Cl (centres undefined) | 91 | -50 | -3 | -18 | . | -3.4 | -35 | 87 | 4 | 12
C/C(Cn1nc([N+](=O)[O-])cc1C)=N\NC(=O)c1ccc(C(C)(C)C)cc1 | 86 | -7 | -8 | -2 | 0 | -0.2 | -11 | 84 | 0 | 8
COc1ccc(NC(=O)c2ccc(=O)[nH]c2)cc1S(=O)(=O)N1CCCCC1 | 97 | -3 | 5 | 2 | -4 | -1.4 | -29 | 93 | 3 | 15
CCN(CC)CCN1C(=O)C(=O)/C(=C(/O)c2c(C)[nH]c(C(=O)OC)c2C)C1c1cccc(OC)c1 (centres undefined) | 93 | -5 | 18 | -4 | 0 | -2.5 | -37 | 92 | 0 | 16
CCS(=O)(=O)N1Cc2ccccc2CC1C(=O)NCC12CC3CC(CC(C3)C1)C2 (centres undefined) | 78 | 4 | -4 | -5 | 0 | 0.7 | -19 | 74 | 6 | 2
CCOc1cc(N2CCOCC2)c(OCC)cc1NC(=O)COc1ncnc2ccc(Br)cc12 | 69 | -15 | -10 | -7 | -1 | -4.3 | -6 | 66 | 6 | 13
COc1ccc(CCNC(=O)c2cc(C(=O)c3cc(C)ccc3O)cn(CCc3ccc(OC)cc3)c2=O)cc1 | 67 | . | -1 | 8 | -2 | 0.2 | -16 | 72 | 2 | 19
Cc1cc(C(=O)CSc2nnc3c(Cl)cc(Cl)cn23)c(C)n1C | 101 | . | 5 | -18 | . | -1.0 | -41 | 117 | 2 | 9
O=C(CN1CCN(Cc2ccc3c(c2)OCO3)CC1)Nc1ccc2c(c1)OCCO2 | 83 | 9 | 5 | -10 | -1 | -1.3 | -16 | 89 | 2 | 2
c1csc(-c2nc3ccccc3[nH]2)c1 | 95 | 2 | 7 | -9 | . | -1.4 | -13 | 93 | -1 | 7
CSc1nnc(-c2cnccn2)n1C | 107 | -29 | -3 | -3 | . | -1.0 | -19 | 95 | 2 | 12
